Screening results: PubChem, MTDP
RNase H inhibition = RNase H inhibition, HIV 1 Gag Pol polyprotein, FRET biochemical assay, screening (AID 372); HIV-1 RT RNase H, FRET RNA/DNA substrate fluorescence; higher % means a stronger effect; inhibition, % at 10 µM; hits with a dose series show IC50 in µM; 0.77% of 100,000 active; in the data active = inhibition above about 50%
An asterisk follows results filed as active. These rows are one share of the data; count on the stated rates, not on these rows.

SMILES	RNase H inhibition
Cc1cccc(NC(=O)CN2CCOCC2)c1C	3.0%
CC1=C(C(=O)Nc2cccc(Cl)c2)C(c2ccc(Br)c([N+](=O)[O-])c2)NC(=S)N1 (centres undefined)	18.0%
COc1cc2c(cc1OC)CN(Cc1sccc1C)CC2	19.0%
COCCOC(=O)C1=C(C)NC(C)=C(C(=O)OCCOC)C1c1ccc(-c2cccc(Br)c2)o1	10.0%
COc1ccc(C(=O)/C=C/Nc2ccccc2Br)cc1OC	1.0%
COc1ccc2ccccc2c1C=Nc1cccc2ccccc12	26.0%
CS(=O)(=O)N(CC(=O)Nc1ccc(Oc2ccccc2)cc1)c1ccc(Br)cc1	20.0%
Cc1ccc(NCCC(=O)c2cccs2)cc1C	0.0%
CN1c2ccccc2-c2ccccc2C12C=Cc1cc([N+](=O)[O-])ccc1O2 (centres undefined)	42.0%
COC(=O)C1=C(C)NC(=O)NC1c1ccc(SC)cc1 (centres undefined)	14.0%
CCOc1ccc2nc(SCC(=O)c3ccc(F)cc3)sc2c1	0.0%
CCSCCOC(=O)C1=C(C)NC(=O)NC1c1cccc(OC)c1OC (centres undefined)	8.0%
CCN(/C=C1\C(=O)N(c2ccc(C)cc2)C(=O)c2ccccc21)CC	2.0%
COc1cc(C2Nc3ccccc3NC3=C2C(=O)CC(c2ccc(Cl)cc2)C3)cc(Br)c1O (centres undefined)	0.0%
O=C(Cc1ccccc1)Nc1ccccc1C(F)(F)F	0.0%
C#CCSc1nc2c(c(=O)n1C)C1(CCCCC1)Cc1ccccc1-2	14.0%
COc1ccccc1C/C(N)=N/OC(=O)c1cccc(I)c1	0.0%
O=C(N/N=C/c1ccccc1O)C(=O)Nc1ccc(F)cc1	11.0%
Cc1c(NC(=O)c2ccccc2)cccc1-c1nc2cc(Cl)ccc2o1	12.0%
CCOc1ccc(C=C2C(=O)NC(=S)NC2=O)cc1OCc1ccccc1	14.0%

Structures listed so far that contain sulfur (nine):
SMILES	RNase H inhibition
CC1=C(C(=O)Nc2cccc(Cl)c2)C(c2ccc(Br)c([N+](=O)[O-])c2)NC(=S)N1 (centres undefined)	18.0%
COc1cc2c(cc1OC)CN(Cc1sccc1C)CC2	19.0%
CS(=O)(=O)N(CC(=O)Nc1ccc(Oc2ccccc2)cc1)c1ccc(Br)cc1	20.0%
Cc1ccc(NCCC(=O)c2cccs2)cc1C	0.0%
COC(=O)C1=C(C)NC(=O)NC1c1ccc(SC)cc1 (centres undefined)	14.0%
CCOc1ccc2nc(SCC(=O)c3ccc(F)cc3)sc2c1	0.0%
CCSCCOC(=O)C1=C(C)NC(=O)NC1c1cccc(OC)c1OC (centres undefined)	8.0%
C#CCSc1nc2c(c(=O)n1C)C1(CCCCC1)Cc1ccccc1-2	14.0%
CCOc1ccc(C=C2C(=O)NC(=S)NC2=O)cc1OCc1ccccc1	14.0%

Carrying on:
SMILES	RNase H inhibition
C=CCn1c(SCC(=O)N2CCCCC2)nc2sc(C)c(C)c2c1=O	11.0%
CCOC(=O)C1=C(C)N=c2s/c(=C\c3ccccc3O)c(=O)n2C1c1cccc(OC)c1 (centres undefined)	21.0%
O=P(c1ccccc1)(c1ccccc1)C1CCOCC1	0.0%
COc1ccc(-c2c(Cc3ccccc3)nn(-c3ccccc3)c2N)cc1OC	6.0%
COc1ccc(/C=C2\SC(N3CC(C)OC(C)C3)=NC2=O)cc1 (centres undefined)	12.0%
CCOc1ccccc1N(C(C)=O)S(=O)(=O)c1ccc(Cl)cc1	5.0%
Cc1nc2ccccc2cc1C(=O)N=Nc1c(O)[nH]c2c(C)cccc12	0.0%
COc1cccc(-c2nc3sc(C)c(C)c3c(=O)[nH]2)c1	0.0%
COc1ccc(/C=C2\N=C(c3cccc(OC)c3)OC2=O)cc1	7.0%
CCOC(=O)CSc1nnc(-c2cccs2)n1-c1ccccc1	1.0%
O=C1/C(=C/c2c(F)cccc2Cl)SC(=S)N1CCc1ccccc1	9.0%
COc1ccc(-c2csc(-c3cc4c(ccc5ccccc54)oc3=O)n2)cc1	4.0%
COc1cc(CN2CCN(Cc3ccccc3Cl)CC2)c([N+](=O)[O-])cc1OC	28.0%
CCN(CC)c1ccc(Nc2cc(C)c(C#N)c3nc4ccccc4n23)cc1	14.0%
NS(=O)(=O)c1cccc(S(=O)(=O)c2ccc(Cl)c(S(N)(=O)=O)c2)c1	8.0%
O=C(CN1C(=O)/C(=C\c2ccccc2F)SC1=S)Nc1ccccc1C(=O)O	1.0%
C=C(C)CN(CC)Cc1ccc(OC)cc1O	8.0%
Cc1ccc(C(=O)NCc2ccncc2)cc1	10.0%
CCCOc1c(I)cc(C2C3=C(CC(C)(C)CC3=O)OC3=C2C(=O)CC(C)(C)C3)cc1OC	15.0%
COc1ccc(C)cc1N(CC(=O)Nc1ccc(Br)c(C)c1)S(C)(=O)=O	16.0%
Cc1c(NC(=O)c2cccc3c2C(=O)c2ccccc2-3)c(=O)n(-c2ccccc2)n1C	14.0%
O=C(O)c1ccc(NC(=O)c2ccccc2Cl)cc1	7.0%
CCN(CC)c1ccc(/C=C2\C(=O)NC(=O)N(C(C)(C)C)C2=O)cc1	18.0%
Cc1ccc(C2CC(C(F)(F)F)n3nc(C(=O)N4CCN(c5ccc(F)cc5)CC4)cc3N2)cc1 (centres undefined)	21.0%
O=C(N/C(=C/c1ccc(-c2cccc(C(F)(F)F)c2)o1)C(=O)N1CCOCC1)c1ccc(Cl)cc1	0.0%
COc1ccc(OC)c(/C=C/C(=O)c2c(-c3ccccc3)c3cc(Cl)ccc3[nH]c2=O)c1	50.0%*
CCCCOC(=O)c1ccc(NC(=O)/C=C/c2ccc(OC)cc2)cc1	6.0%
O=C(O)c1cc(NS(=O)(=O)c2ccccc2)cc(C(=O)O)c1	0.0%
CC(C)(Cc1ccc(O)cc1)NC(=O)Cc1ccccc1	6.0%
CCC(C)OC(=O)C1=C(C)NC2=C(C(=O)CC(c3ccc(Cl)cc3)C2)C1c1ccccc1OC (centres undefined)	0.0%

Of the compounds above, these have a furan ring, fused or not.
SMILES	RNase H inhibition
COCCOC(=O)C1=C(C)NC(C)=C(C(=O)OCCOC)C1c1ccc(-c2cccc(Br)c2)o1	10.0%
O=C(N/C(=C/c1ccc(-c2cccc(C(F)(F)F)c2)o1)C(=O)N1CCOCC1)c1ccc(Cl)cc1	0.0%

Following part:
SMILES	RNase H inhibition
COc1cc(-c2nc(N)c3c(=O)oc4ccccc4c3n2)cc(OC)c1OC	13.0%
COc1ccc(/C=N/NC(=O)CSc2ccc3ccccc3n2)cc1	0.0%
O=C(/C=C\c1ccccc1)Nc1ccc2oc(-c3ccccc3F)nc2c1	3.0%
COC(=O)C1=C(C)NC2=C(C(=O)CC(C)(C)C2)C1c1cccc(Cl)c1Cl (centres undefined)	5.0%
COC(=O)c1cccc(NC(=O)C23CC4CC(C2)CC(C(=O)Nc2cccc(C(=O)OC)c2)(C4)C3)c1	5.0%
COc1ccc(N(CC(=O)NN=C2CCCC2)S(=O)(=O)c2ccccc2)cc1Cl	9.0%
COc1cc(Nc2nc(-c3ccc(C)cc3)cs2)c(OC)cc1Cl	14.0%
CCOc1ccc(N(CC(=O)N2CCN(c3ccccc3)CC2)S(=O)(=O)c2ccccc2)cc1	9.0%
Cc1ccc(N2C(=O)/C(=C/c3cc(C)n(C)c3C)C(=O)NC2=S)c(C)c1	1.0%
CCCCOC(=O)C1=C(C)NC2=C(C(=O)CC(c3ccccc3)C2)C1c1ccc(O)c([N+](=O)[O-])c1 (centres undefined)	21.0%
COc1cccc(NC(=O)COc2ccc(Br)cc2Cl)c1	33.0%
C=CCn1c2ccccc2c2nnc(SCC(=O)N(c3ccccc3)c3ccccc3)nc21	6.0%
O=S1(=O)CCC(N2CCCCC2)C1 (centres undefined)	0.0%
CC(=O)CC(=O)Nc1ccc(C)c(Cl)c1	0.0%
COc1ccc(CN(C(=O)c2ccco2)C2CC(C)N(C)CC2C)cc1 (centres undefined)	0.0%
CCCOc1ccc(C2C(C(=O)OCc3ccc(OC)cc3)=C(C)NC3=C2C(=O)CC(C)(C)C3)cc1OC (centres undefined)	0.0%
CCN(CC)c1ccc(Nc2nc(-c3c(C)nc4ccccn34)cs2)cc1	36.0%
CCOc1ccc(N(CC(=O)NCCc2ccc(OC)cc2)S(=O)(=O)c2ccc(C)cc2)cc1	15.0%
Cc1ccc(S(=O)(=O)C(CC(=O)c2ccccc2)c2ccco2)cc1 (centres undefined)	0.0%
Cc1cc(C)n(S(=O)(=O)c2ccc(Br)cc2)n1	0.0%
O=C(Nc1nnc(-c2ccc([N+](=O)[O-])cc2)s1)Nc1ccccc1F	46.0%
CCOC(=O)c1c(NC(=O)C2CC2)sc(C(=O)Nc2cccc(OC)c2)c1C	13.0%
COC(=O)C1=C(C(=O)OC)SC(=C2C(=S)C(C)(C)N(C(=O)c3ccc4ccccc4c3)c3ccc(OC)cc32)S1	38.0%
COC(=O)c1c(NC(=O)c2ccccc2OC)sc2c1C(C(=O)OC)CC2 (centres undefined)	9.0%
CC1=C(C(=O)OCc2ccc(C)cc2)C(c2ccc(N(C)C)cc2)NC(=O)N1 (centres undefined)	38.0%
CCOC(=O)C1=C(C)N=c2s/c(=C/c3cc(Br)cc(OC)c3O)c(=O)n2C1c1ccccc1OC (centres undefined)	18.0%
COc1ccc(C2NC(=S)NC(C)=C2C(=O)Nc2ccccc2Cl)cc1OC (centres undefined)	0.0%
COc1ccccc1C=C1C(=O)N(C)C(=S)N(C)C1=O	17.0%
Cc1cc(N2CCC(C)CC2)n2c(nc3ccccc32)c1C#N	4.0%
Cc1cc(OCC(=O)Oc2ccccc2)c([N+](=O)[O-])cc1Cl	0.0%
Cc1ccc(C)c(N(CC(=O)Nc2ccc(I)cc2)S(C)(=O)=O)c1	21.0%
CC(=O)Nc1ccc(S(=O)(=O)/N=C2/NC(=O)CS2)cc1	4.0%
CC1=C(C)CC(C(=O)c2ccc(Br)cc2)C(C(=O)O)C1 (centres undefined)	2.0%
Cc1cc([N+](=O)[O-])ccc1NC(=S)NC(=O)COc1ccccc1	8.0%
N#C/C(=C/c1cn(Cc2ccc(F)cc2)c2ccccc12)C(=O)NCc1ccccc1	23.0%
CCCC(=O)NC(NC(=S)Nc1ccc(C)cc1)C(Cl)(Cl)Cl (centres undefined)	14.0%
CCOC(=O)C1=C(C)NC(=O)NC1c1cc(Br)c(O)c(OC)c1 (centres undefined)	13.0%
O=C(Nc1cccc(-c2nc3ccccc3s2)c1)c1cccs1	12.0%
Cc1c(NC(=S)NC(=O)c2cccc(Cl)c2)cccc1-c1nc2ccccc2o1	22.0%
O=C(c1nn2c(C(F)(F)F)cc(-c3ccc(F)cc3)nc2c1Cl)N1CCOCC1	3.0%
CC1(C)Nc2ccc(OC(=O)c3ccccc3Br)cc2-c2c1ssc2=S	0.0%
O=C(/C=C/c1ccc(Br)cc1)NC(=S)NCCCN1CCOCC1	0.0%
Ic1ccc(-c2cn3ccccc3n2)cc1	2.0%
Cc1ccc(COc2ccc3c4c(c(=O)oc3c2)CCC4)cc1	0.0%
CCOc1cc(C2C(C(=O)OC)=C(C)NC3=C2C(=O)CC(c2ccc(OC)cc2)C3)cc(Br)c1O (centres undefined)	14.0%
COc1ccc(OC)c(NC(=O)COc2c(C)cc(Cl)cc2Cl)c1	26.0%
CCOc1ccc2c(c1)-c1c(ssc1=S)C(C)(C)N2C(=O)CN1CCCCC1	10.0%
Cc1ccc(/C=C(\C#N)c2nc(-c3ccc(-c4ccccc4)cc3)cs2)cc1	9.0%
CCCCOc1ccc(NC(=O)c2ccc(F)cc2)cc1	12.0%
Cc1c(C(=O)Nc2cc(C(F)(F)F)cc(C(F)(F)F)c2)oc2ccccc12	0.0%

Shown with bars between the fields: entries from further up.
Molecule | RNase H inhibition
O=C(/C=C/c1ccc(Br)cc1)NC(=S)NCCCN1CCOCC1 | 0.0%
Ic1ccc(-c2cn3ccccc3n2)cc1 | 2.0%

Next records follow:
SMILES	RNase H inhibition
Fc1ccccc1NC(=S)NCCc1ccccc1	0.0%
O=C(Nc1nn[nH]n1)c1ccc(C(=O)Nc2nn[nH]n2)cc1	0.0%
COc1cc(/C=c2/sc3nc4c(Br)c(C)c(C)cc4n3c2=O)ccc1OCC(=O)O	26.0%
O=C(Nc1ccc(F)cc1)N1CCN(C(=O)c2ccco2)CC1	4.0%
COC(=O)C1=C(C)NC(=O)CC1c1cc(Br)ccc1OC (centres undefined)	13.0%
O=C(/C=C/c1ccco1)Nc1ccc(-c2nc3ccccc3[nH]2)cc1	13.0%
O=C(CN1CCNCC1)Nc1ccc(Cl)c([N+](=O)[O-])c1	11.0%
COc1ccc(C2CC(c3ccccc3)=NN2c2ccc(/C=N/NC(=O)c3ccccc3Cl)cc2)cc1 (centres undefined)	33.0%
CCc1ccc(OCC(=O)Nc2nc(-c3ccccc3)cs2)cc1	2.0%
Cc1ccc(S(=O)(=O)N2CCN(S(=O)(=O)c3ccc(C)cc3)C2c2ccc(N(C)C)cc2)cc1	4.0%
O=C1C=C(Nc2ccc(Cl)cc2)C(=O)N1c1cccc(C(F)(F)F)c1	0.0%
O=C(Nc1nccs1)c1ccc2c(c1)C(=O)N(CC1CCCO1)C2=O (centres undefined)	2.0%
CCn1c(=O)c2c(n3c(=S)[nH]nc13)-c1ccccc1CC21CCCCC1	17.0%
CCCCCC(=O)C1CCCCC1=O (centres undefined)	14.0%
COc1ccc(N2C(=O)CC(N3CCC(C)CC3)C2=O)cc1 (centres undefined)	8.0%
O=C(Nc1ccccc1Cl)c1ccc(CN2CCOCC2)cc1	6.0%
O=C(/C=C/c1ccc2c(c1)OCO2)Nc1ccc(N2CCCCC2)cc1	29.0%
CCCCSc1nc2sc3c(c2c(=O)n1Cc1ccccc1)CCCC3	9.0%
Cc1nc2ccccc2n1/N=C/c1ccccc1	15.0%
